From PubChem
HCV inh: blocks hepatitis C virus. Huh7.5.1 HCVcc-Cre infection, luciferase reporter, 44 h. Potency, µM (top dose mostly 41.8 µM), for inactives: at the highest dose activity change, negative = inhibition, most hits filed as inhibitors. 340,000 compounds, 3.4% hits. AID 651820; further: potency means the concentration at half of the fitted maximal effect
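Compounds are dispensed onto cells plated 4 h earlier at 1,000 per well, with HCVcc-Cre virus (about 0.5 moi) added next. Following 44 h of culture, luminescent signal is measured for 15 sec after 15 min with substrate at room temperature.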
AmpC inh no detg: inhibitors of E. coli AmpC beta-lactamase without detergent | P00811 | AmpC nitrocefin hydrolysis, absorbance 480 nm, 0.0001% Triton | Potency, µM (titrated, usually from 57.1 µM), inactives show at the top dose activity change, negative = inhibition, hits mostly inhibitors | 330,000 compounds, 0.52% hits;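 further: potency means the concentration at half of the fitted maximal effect; plate controls were no compound for no effect and no enzyme for full effect; nearly all actives have a fitted effect of over 20% in size; some results filed as inactive show a strong effect at the top dose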
Target sequence (P00811 whole entry, looked up): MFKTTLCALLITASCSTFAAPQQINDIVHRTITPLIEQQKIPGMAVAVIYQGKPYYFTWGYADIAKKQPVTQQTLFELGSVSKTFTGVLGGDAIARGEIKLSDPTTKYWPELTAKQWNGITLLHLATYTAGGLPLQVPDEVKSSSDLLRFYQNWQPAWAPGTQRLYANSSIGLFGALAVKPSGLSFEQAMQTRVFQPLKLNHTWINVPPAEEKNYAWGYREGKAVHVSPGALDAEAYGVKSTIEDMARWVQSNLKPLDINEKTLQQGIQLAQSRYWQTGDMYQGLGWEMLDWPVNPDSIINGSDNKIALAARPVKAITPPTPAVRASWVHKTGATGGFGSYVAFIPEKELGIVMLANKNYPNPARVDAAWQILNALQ
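20 mM phosphate pH 7.0 + 0.01% (detergent screen) or 0.0001% Triton X-100; 5.3 nM AmpC reagent; cpd preinc 15 min RT; nitrocefin (800 uM stock) to start; A480 q20 s × 4 min; Activity was normalised to no-enzyme and no-compound control wells.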
AmpC inh detg: inhibitors of E. coli AmpC beta-lactamase with detergent; AID 485294; P00811; 370,000 compounds, 0.041% hits; AmpC hydrolysis of nitrocefin, absorbance 480 nm, 0.01% Triton; Potency, µM (titrated, usually from 114 µM), for inactives: at the highest dose activity change, negative = inhibition, usual class: inhibitors;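 further: potency means the concentration at half of the fitted maximal effect; 0% = no-compound wells and -100% = no-enzyme wells; nearly all actives have a fitted effect of over 25% in size; some results filed as inactive show a strong effect at the top dose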
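AmpC (5.3 nM in the dispensed reagent) in 20 mM phosphate pH 7.0 with 0.01% (detergent screen) or 0.0001% Triton X-100 was preincubated with compounds for 15 min at room temperature. Nitrocefin was then added from an 800 uM solution, and hydrolysis was followed at 480 nm.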
Sm TGR inh: inhibitors of Schistosoma mansoni thioredoxin glutathione reductase; purified TGR, DTNB reduction, TNB absorbance 405 nm; 360,000 compounds, 3% hits; Q962Y6; Potency, µM (doses to about 114 µM), without a hit: top-dose activity change, negative = inhibition, hits mostly inhibitors; further: potency means the concentration at half of the fitted maximal effect; nearly all actives have a fitted effect of over 60% in size
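Kinetic colorimetric format: TGR-catalysed, NADPH-driven DTNB reduction monitored via TNB absorbance. Enzyme dispensed at 20 nM; compound exposure 15 min at room temperature before reaction start.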
FBPA Giardia inh: Giardia lamblia aldolase inhibition; A8B2U2; purified Giardia FBPA; Potency, µM (doses to about 59.6 µM), for the others: at the top dose activity, negative = inhibition, most hits filed as inhibitors; 290,000 compounds, 0.71% hits; AID 2451; further: potency means the concentration at half of the fitted maximal effect; nearly all actives have a fitted effect of over 55% in size
Target sequence (A8B2U2 whole entry, looked up): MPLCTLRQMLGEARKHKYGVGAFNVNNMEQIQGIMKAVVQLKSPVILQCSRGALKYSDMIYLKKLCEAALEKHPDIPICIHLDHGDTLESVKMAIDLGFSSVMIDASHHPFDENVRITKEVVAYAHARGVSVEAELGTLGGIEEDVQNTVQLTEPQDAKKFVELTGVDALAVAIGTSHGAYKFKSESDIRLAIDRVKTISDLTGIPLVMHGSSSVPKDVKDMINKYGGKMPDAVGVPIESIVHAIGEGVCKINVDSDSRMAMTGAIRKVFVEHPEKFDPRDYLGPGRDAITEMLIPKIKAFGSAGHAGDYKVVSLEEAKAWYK
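Giardia FBPA (40 nM reagent) was preincubated 10 min at RT with compound (up to 57.5 uM final), then substrate plus GAPDH/TPI/NAD/arsenate coupling system with diaphorase/resazurin was added; resorufin fluorescence (525/598 nm) was read after 20 min.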
HCMV antiviral: human cytomegalovirus inhibition. activity change, negative = inhibition, % at 57.5 µM. 410,000 compounds, 4.5% hits. HFF cells, HCMV-luciferase reporter, 72 h; active compounds read low; in the data active means activity change below about -60%; inconclusive means no clear call, values can overlap the other calls; inactive means above about -39%
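Cell-based, HFFs, 1000 cells/well, 16 h 37C; cpds in DMSO + HCMV-luc, MOI 1 PFU/cell; 72 h 37C; OneGlo luminescence after 5 min RT; norm. to buffer vs Salinomycin 10uM.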
* hit, by the source's call; ? = inconclusive; / = not tested or not shown; & = joins results of further samples; [ ] = dose if it differs, or a comment. Unless noted, the call rests on the fitted dose curve; in most records, active means well fitted curve in the direction sought with a large enough effect; inconclusive means small, poorly fitted or top-dose-only effect, or another doubt; inactive means no such curve, though single readings can be large; an effect the other way counts as inactive or inconclusive. Unless noted, on the % scale 0 is the no-effect control and ±100 the full control effect.

SMILES	HCV inh	AmpC inh no detg	AmpC inh detg	Sm TGR inh	FBPA Giardia inh	HCMV antiviral
COC(=O)CNC(=O)C(CCSC)NC(C)=O (stereo unspecified)	9%	-10%	7%	2%	3%	5
O=C(Nc1ccccc1Cc1ccccc1)C1CC(=O)N(c2ccc3c(c2)OCCO3)C1 (stereo unspecified)	5%	-16%	?	-1%	-18%	36
Brc1ccc(Oc2cc(Br)c(Br)cc2Br)c(Br)c1	-24%	-12%	-6%	-8%	/	-6
CCCc1cc2c(OC(=O)CC)c(-c3ccc(C(=O)OCC)o3)c(=O)oc2cc1OC	?	-42%	?	0%	9%	-11
CC1CCCC(NC(=O)COC(=O)c2ccccc2[N+](=O)[O-])C1C (stereo unspecified)	1%	-12%	3%	3%	2%	-11
O=C(Cc1csc(-c2cccc(Cl)c2)n1)Nc1cccc(S(=O)(=O)NC2=NCCC2)c1	?	-1%	?	3%	/	?
COc1cccc(C2SCC(=O)N2c2ccc(Cl)cc2)c1OC (stereo unspecified)	-2%	-3%	1%	4%	5%	-9
COc1ccc(/C=C/C2=NN(Cc3ccccc3)C(=O)CC2)cc1	-29%	35%	-6%	-3%	-6%	-31
C=CC(=O)Nc1cccc(Oc2ncnc3[nH]cc(-c4cnc5ccccc5c4)c23)c1	?	4%	/	/	/	16
O=C(NCCc1ccccc1)Nc1ccc2c(c1)OCO2	-8%	-21%	1%	6%	0%	21
Oc1c(C(c2ccc(Cl)cc2Cl)N2CCN(Cc3ccccc3)CC2)sc2nc(-c3ccco3)nn12 (stereo unspecified)	/	/	6%	2%	/	14
Cc1cc(C(=O)N/N=C/c2ccc(O)c([N+](=O)[O-])c2)c(C)n1-c1ccc(F)cc1	-5%	18µM*	-12%	-30%	-12%	52
CC(=O)N1SC(N)=NC1c1ccccc1 (stereo unspecified)	-1%	-6%	?	-2%	9%	13
O=C(O)CC(Cc1ccc(Cl)cc1)C(=O)NCc1ccccc1 (stereo unspecified)	7%	-42%	-8%	0%	9%	9
Cn1cnnc1SCC(=O)N1CCC(Cc2ccccc2)CC1	5%	36%	-14%	10%	6%	2
COc1ccc(CCNC(=O)c2ccc3c(SCC(=O)O)c4c(nc3c2)CCCC4)cc1OC	?	-27%	4%	1%	7%	-33
CCCOc1ccc(C(=O)Nc2ccc(N(C)C)cc2)cc1	-22%	-23%	9%	2%	6%	14
C/C(=C\c1cccs1)C(=O)c1c(C)cc(C)[nH]c1=O	11%	-4%	6%	1%	-3%	-12
Cc1nc(CSc2nnc(C)s2)cs1	45%[activator]	-37%	-13%	-26%	-2%	71
O=C(NCC(c1ccco1)N1CCCC1)c1ccc(S(=O)(=O)Nc2ccccc2F)cc1 (stereo unspecified)	?	-48%	-12%	-3%	/	?
Cc1ccc(C(=O)OCC(=O)NCc2ccc3c(c2)OCO3)s1	16%	-22%	?	-10%	4%	-34
COc1ccc(-c2cc(C(F)(F)F)nc(S(=O)(=O)CCCC(=O)Nc3cccc(O)c3)n2)cc1OC	11µM*	-17%	1%&4%	35µM*	0%	-99*
CCC(CC)n1[nH]c(=O)cc1N	9%	-12%	-2%	42%[activator]	2%	-24
O=C(NC1CC1)c1ccc2c(c1)NC(=O)c1ccccc1S2	/	-10%	-13%	-1%	8%	/
Cc1ccc(-c2nc(CCNC(=O)c3ccco3)cs2)cc1	10µM*	9%	?	-6%	/	-26

The results go on:
SMILES	HCV inh	AmpC inh no detg	AmpC inh detg	Sm TGR inh	FBPA Giardia inh	HCMV antiviral
CC(C)C(=O)NC(=S)Nc1ccc(S(=O)(=O)N2CCN(C)CC2)cc1	-3%	-20%	?	-27%	3%	-22
Cc1nnc(SCC(=O)Nc2ccc(S(=O)(=O)N3CCCCC3)cc2)s1	20%	-10%	-1%	28%	/	-65*
CC(C)CS(=O)(=O)C1=NSC2=NC(=O)/C(=C\c3ccc(OC(=O)c4ccco4)cc3)C(=N)N21	21%	-43%	-4%	-11%	/	0
COc1cc(OC)c(Nc2ncnc3onc(-c4cccc(Cl)c4)c23)cc1Cl	/	/	-5%	-1%	/	-6
CCCN(CC(=O)Nc1ccccc1C)C(=O)c1ccc2[nH]c3c(c2c1)CC(C)CC3 (stereo unspecified)	-30%	-9%	-5%	-2%	/	-61*
CCCCS(=O)(=O)c1nc(-c2ccc(Br)cc2)cc(-c2ccccc2)c1C#N	/	/	12%	0%	/	?
C=CCn1c(SCC(=O)c2c(N)n(C)c(=O)n(C)c2=O)nc2sc(C)c(C)c2c1=O	-25%	-18%	9%	-28%	-1%	-12
CCOC(=O)C1CCN(c2nnc(N3CCCC3=O)s2)CC1	-6%	-13%	0%	6%	-1%	-3
CCOC(=O)C1CCC(CN(Cc2c(Cl)cccc2Cl)S(=O)(=O)c2ccc(F)cc2)CC1 (stereo unspecified)	/	/	1%	6%	/	-27
COCCn1c(=O)[nH]c2cc(C(=O)N3CCN(c4cccc(Cl)c4)CC3)ccc2c1=O	?	27%	?	-12%	-2%	-28
Cn1c(N)c(C(=O)COC(=O)c2cc3ccccc3cc2O)c(=O)n(C)c1=O	?	-11%	/	/	/	7
CCOC(=O)c1c(/N=C/N(C)C)sc(C)c1C	2%	-3%	?	-4%	6%	52
O=C(c1ccccc1N(Cc1ccccc1)S(=O)(=O)c1ccccc1)N1CCOCC1	6%	104%[activator]	-7%	-5%	9%	-27
CCN(Cc1ccccc1)C(=O)Cn1c(=O)cc(C)c2c(C)nn(-c3cccc(F)c3)c21	/	/	4%	2%	/	-10
N/C(=N\OC(=O)COc1ccc([N+](=O)[O-])cc1)c1ccc(Br)cc1	/	-26%	2%	-5%	7%	/
C/C(=N/NC(=O)c1ccc2c(c1)OCO2)c1ccc(Br)s1	0%	-20%	1%	5%	2%	24
O=C(NCc1ccco1)c1cc(Cl)nc(Cl)c1	13%	-12%	?	-31%	4%	7
CCOC(=O)/C=C1\SCC(=O)N1CC(=O)Nc1ccc(OC)c(OC)c1	10%	-33%	-7%	-15%	-4%	-2
Cc1cc(=O)n2c(n1)OC(CO)C2 (stereo unspecified)	19%	-6%	-9%	4%	4%	10
CCOc1ccccc1NS(=O)(=O)c1ccc2c(c1)n(C)c(=O)c(=O)n2C	-10%[0.335 µM]	-1%	?	0%	-4%	-18
CC1=CC(c2ccccc2)=NS(=O)(=O)N1	-20%	-12%	/	/	/	-7
O=C1CC(N2CCC(c3nc4ccccc4[nH]3)CC2)C(=O)N1c1cccc(F)c1 (stereo unspecified)	3%	-21%	-11%	?	6%	-10
CC(NCc1ccc2c(c1)n(C)c(=O)n2C)c1ccccc1 (stereo unspecified)	/	/	21%	-24%	/	-1
O=C(CSCc1ccccc1Cl)NN=C1CCCCCC1	23%	0.22µM*	4%	4%	-3%	135
Cc1ccc(NS(=O)(=O)c2cccc([N+](=O)[O-])c2)nc1	-2%	-14%	?	1%	-5%	-33

The listing continues.
SMILES	HCV inh	AmpC inh no detg	AmpC inh detg	Sm TGR inh	FBPA Giardia inh	HCMV antiviral
COc1ccc(NC(=O)COc2ncnc3ccccc23)cc1S(=O)(=O)N1CCOCC1	0%	-5%	-3%	14%	4%	-23
Cn1c(CCNC(=O)c2ccc(Cl)c(Cl)c2)nnc1SCc1ccc(Cl)c(Cl)c1	?	-6%	-4%	-17%	7%	-22
Cn1cccc1C(=O)OCC(=O)N1CCN(c2ccccc2)CC1	1%	-23%	/	/	/	23
CC(=O)Nc1ncnc2c1c(-c1ccc(Cl)cc1)nn2C(C)(C)C	12%	25%	-7%	-9%	0%	-20
CCc1ccc(-c2nc(SCC(=O)NCC3CCCO3)c(-c3ccc(C)cc3)[nH]2)cc1 (stereo unspecified)	/	/	25%	-6%	/	-4
Nc1cc(Cl)cc(Cl)c1	10%	-5%	1%	3%	/	-17
Cc1cccc(N2CCN(Cc3nc(-c4cccc(Oc5ccccc5)c4)oc3C)CC2)n1	-11%	85%[activator]	-14%	-4%[57.1 µM]	-3%	12
CCOC(=O)CN(Cc1ccccc1)C(=O)OC(C)(C)C	/	21%	-11%	3%	3%&6%	/
CCOC(=O)Cc1csc(NC(=O)COc2ccccc2OC)n1	-2%	-7%	-9%	15%	3%	49
Nc1nc(-c2cccnc2)nn1C(=O)Cc1ccccc1	-5%	-15%	-2%	-1%	4%	13
CCN1C(=O)[C@@H]2[C@H](C1=O)[C@@H]1C(=O)Nc3ccccc3C(=O)N1[C@@H]2c1ccccc1	4%	28%	-2%	3%	/	-14
CCc1ccccc1NC(=O)CSc1nnc([C@@H]2CCCN2C(=O)OC(C)(C)C)o1	13%	-1%	-16%	-28%	-1%	14
COc1ccc(NC(=O)COC(=O)CC23CC4CC(CC(C4)C2)C3)c([N+](=O)[O-])c1	-17%	-2%	-4%	-14%	-3%	-37
CNS(=O)(=O)c1ccc(OC)c(-c2nnc3c4ccccc4c(C)nn23)c1	12%	-4%	24%&-14%	9%&7%	0%	203&5
Cc1ccc(-c2nnn(CC(=O)NCC3CC3)n2)o1	7%	-9%	2%	-5%	2%	42
COc1ccc(NC(=O)CSc2nnc(-c3ccccn3)n2N)c(OC)c1	3%	-7%	4%	4%	2%	4
CCOC(=O)c1nc(NCc2ccc(Cl)cc2)c2c(C)noc2n1	/	/	8%	-1%	/	13
Cc1ccccc1-n1c(SCC(=O)N2CCC(C(=O)O)CC2)nnc1-c1ccncc1	6%	-10%	3%	4%	0%	-29
Cc1ccc(S(=O)(=O)c2nnn3c2nc(N2CCN(c4ccccn4)CC2)c2ccccc23)cc1	8%	-29%	4%	2%	3%	-19
COc1ccc(N(CC(=O)NCCc2ccccc2)S(=O)(=O)c2c(C)nn(C)c2C)cc1	/	/	1%	-11%	/	-9
COc1ccccc1CNC(=O)N/C=C/c1ccc(Cl)cc1	?	-36%	2%	-4%	0%	-20
Cc1ccc(S(=O)(=O)N2CCC[C@H]2C(=O)OCC(=O)Nc2ccc3c(c2)OCO3)cc1	-4%	-12%	/	/	/	-14
COc1cccc(NC(=O)CN(C)CC(=O)NC(C)c2ccccc2)c1 (stereo unspecified)	7%	6%	7%	9%	11%	-22
Cc1cc2c(cc3c(=O)n(CC(=O)NCCCN4CC(C)CC(C)C4)ncn32)s1 (stereo unspecified)	-2%	-3%	4%	-1%	/	0
CCc1ccccc1NC(=O)c1cc2sccc2n1C	-26%	-33%	-12%	7%	1%	22
